TEAD-YAP block: TEAD-YAP interaction inhibition, primary screen, TEAD-YAP interaction inhibitor project, luminescence, HEK-TIYL cells; TEAD-Gal4/YAP UAS-luciferase luminescence; inhibition, % at 9.12 µM; 640,000 tested, 1.4% active; AID 1259422, 2018; in the data active = inhibition above about 32%;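 note: 0% = median of test compound wells and 100% = reference inhibitor wells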
MITF primary: MITF inhibitors, primary screen, biochemical, AlphaScreen, human | AlphaScreen MITF homodimerization, bead proximity signal | inhibition, % at 2.6 µM | 650,000 tested, 0.91% active; in the data active = inhibition above about 50%;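 note: 0% = vehicle wells with protein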
Target sequence (O75030 whole entry, looked up): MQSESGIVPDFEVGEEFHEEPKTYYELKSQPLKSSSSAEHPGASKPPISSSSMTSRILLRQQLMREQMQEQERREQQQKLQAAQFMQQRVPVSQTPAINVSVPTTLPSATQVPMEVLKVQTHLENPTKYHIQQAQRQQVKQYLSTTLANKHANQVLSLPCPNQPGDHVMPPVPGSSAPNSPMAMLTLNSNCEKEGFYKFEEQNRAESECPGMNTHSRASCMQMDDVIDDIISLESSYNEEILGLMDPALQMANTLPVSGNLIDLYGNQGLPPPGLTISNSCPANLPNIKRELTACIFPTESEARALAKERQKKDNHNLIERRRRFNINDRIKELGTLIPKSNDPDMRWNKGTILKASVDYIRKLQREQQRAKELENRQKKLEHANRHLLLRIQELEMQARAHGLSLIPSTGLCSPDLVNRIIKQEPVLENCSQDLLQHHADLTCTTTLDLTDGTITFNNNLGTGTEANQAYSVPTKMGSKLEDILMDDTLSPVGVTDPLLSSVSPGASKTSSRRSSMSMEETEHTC
FBW7 activator: FBW7 E3 ligase activators, primary screen, biochemical, AlphaScreen, human; F-box/WD repeat-containing protein 7 (Homo sapiens), Q969H0; 650,000 tested, 0.13% active; normalized activity (activation), % at 26.1 µM; AlphaScreen FBW7–phospho-cyclin E peptide binding, activator screen; AID 1259310, 2017; in the data active = normalized activity above about 1.9%;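 note: purified mutant Fbw7 with reduced substrate affinity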
GPR151 activ: activators of human GPR151, primary screen, cell-based, PathHunter beta-arrestin, luminescence; PathHunter beta-arrestin GPR151 cells; activation, % at 11.2 µM; 650,000 tested, 1% active; in the data active = activation above about 4.9%;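 note: 0% = median of compound wells and 100% = cells with positive control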
Target sequence (Q8TDV0 whole entry, looked up): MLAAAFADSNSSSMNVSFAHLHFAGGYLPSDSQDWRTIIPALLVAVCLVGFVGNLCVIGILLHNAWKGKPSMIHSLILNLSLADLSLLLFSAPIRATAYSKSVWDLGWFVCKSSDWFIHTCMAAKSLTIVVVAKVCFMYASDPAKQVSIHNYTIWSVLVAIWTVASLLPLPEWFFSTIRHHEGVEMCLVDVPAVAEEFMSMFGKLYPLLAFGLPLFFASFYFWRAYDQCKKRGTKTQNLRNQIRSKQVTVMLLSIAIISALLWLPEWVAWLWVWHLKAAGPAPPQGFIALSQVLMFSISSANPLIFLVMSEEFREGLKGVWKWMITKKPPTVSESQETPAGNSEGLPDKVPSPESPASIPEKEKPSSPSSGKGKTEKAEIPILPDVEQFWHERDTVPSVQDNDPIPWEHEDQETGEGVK
* hit, by the source's call; x = not tested or not shown. Hits appear at their usual frequency. About 3.4% of those tested had a hit in this group.

[1] O=C1Nc2cc(C(=O)NCCCN3CCCC3=O)ccc2S/C1=C/c1ccccc1F
[2] CC(=O)c1ccc(-c2cc(F)cc3c2OC(CNC(=O)C2CCCCN2C)C3)s1 (stereo not given)
[3] O=C1c2ccccc2C(=O)N1c1ccc(NC(=O)C23CC4CC(CC(C4)C2)C3)cc1
[4] O=C(Nc1ccccc1)c1cccc(S(=O)(=O)NCC23CC4CC(CC(C4)C2)C3)c1
[5] O=C(OCc1ccco1)c1cccnc1
[6] Cc1cc(=O)n2cc(-c3ccc(F)cc3)nc2[nH]1
[7] CCOc1ccccc1Oc1c(C)oc2cc(OS(C)(=O)=O)ccc2c1=O
[8] O=C(COC(=O)CNC(=O)C1CCCCC1)Nc1ccc(SC(F)F)cc1

Screen / compound no.,1,2,3,4,5,6,7,8
TEAD-YAP block,-2,3,1,4,3,-16,12,-7
MITF primary,-15,10,18,-9,-14,3,-1,-1
FBW7 activator,0.1,0.1,0.0,0.0,0.0,0.1,-0.1,-0.1
GPR151 activ,0.2,-1.8,-0.4,1.0,-0.2,-3.9,-1.7,1.5

Entries by screen from above:
FBW7 activator, compounds 1–6, in order: 0.1, 0.1, 0.0, 0.0, 0.0, 0.1
MITF primary, compounds 1–6, in order: -15, 10, 18, -9, -14, 3
TEAD-YAP block, compounds 1–6, in order: -2, 3, 1, 4, 3, -16

Entries of single compounds from above. Order of values: TEAD-YAP block	MITF primary	FBW7 activator	GPR151 activ
O=C(OCc1ccco1)c1cccnc1 reads 3	-14	0.0	-0.2
O=C1Nc2cc(C(=O)NCCCN3CCCC3=O)ccc2S/C1=C/c1ccccc1F reads -2	-15	0.1	0.2
O=C(Nc1ccccc1)c1cccc(S(=O)(=O)NCC23CC4CC(CC(C4)C2)C3)c1 reads 4	-9	0.0	1.0
O=C1c2ccccc2C(=O)N1c1ccc(NC(=O)C23CC4CC(CC(C4)C2)C3)cc1 reads 1	18	0.0	-0.4

New compounds follow.
[9] COc1ccc(C(=O)ON=C2C=C(C)C(=O)C(C)=C2)cc1
[10] CC1(C)Cc2c(sc3nc(=O)n(Cc4ccco4)c(N)c23)CO1
[11] CC(C)(C)P(=Nc1ccc(S(N)(=O)=O)cc1)(N1CCOCC1)N1CCOCC1
[12] CCc1ccccc1NC(=O)c1nccnc1C(=O)O
[13] CN(CC(=O)O/N=C(\N)c1cccc([N+](=O)[O-])c1)S(=O)(=O)c1ccccc1
[14] Cc1ccc2ncc(C(=O)Nc3ccc(Br)cc3C)c(=O)n2c1
[15] CCC1CN(CC(=O)NCCc2cn3ccccc3n2)Cc2ccc(Cl)cc2O1 (stereo not given)
[16] CC(C)Cc1cc(C(=O)Nc2cnn(Cc3ccc(F)cc3)c2)no1

Screen / compound no.,9,10,11,12,13,14,15,16
TEAD-YAP block,-15,-1,-9,-11,1,-1,-13,-11
MITF primary,23,17,-1,-1,19,-2,-1,-2
FBW7 activator,0.0,0.0,-0.2,0.0,0.4,0.1,0.2,0.1
GPR151 activ,-0.5,-0.6,-0.1,0.1,-0.9,-1.6,0.6,-0.4

[17] CSc1nnc(C)c(=O)n1COC(=O)c1cc(Cl)ccc1Cl
[18] O=C(NS(=O)(=O)c1ccc(F)cc1)OC1C(=O)c2cc(Br)ccc2O[C@H]1c1ccc2c(c1)OCO2 (stereo not given in full)
[19] CCOc1ccc(-n2c(=S)sc3c(=O)n(-c4ccccc4)c(SCC(=O)c4ccc(F)cc4)nc32)cc1
[20] O=C(O/N=C1/CCOc2ccccc21)c1ccccc1Cl
[21] CN(C)C(=O)CSc1nnc(-c2ccccc2)n1Cc1ccco1
[22] O=S(=O)(c1ccc(-c2csc(N3N=C(c4cccs4)CC3c3ccc(F)cc3)n2)cc1)N1CCOCC1 (stereo not given)
[23] COc1cc(/C=C/C(=O)O)cc(S(=O)(=O)NC(C)c2ccccc2)c1OC (stereo not given)
[24] CCc1ccc[n+](-c2[nH]c(=O)sc2C=O)c1

Screen / compound no.,17,18,19,20,21,22,23,24
TEAD-YAP block,-7,x,-1,-12,-15,6,6,0
MITF primary,20,6,0,-2,8,1,7,4
FBW7 activator,0.9,-0.1,0.0,0.2,0.3,0.3,0.4,0.1
GPR151 activ,-1.9,4.3,-1.3,-1.0,1.0,-0.9,-1.5,-0.5

[25] CCOc1ccccc1CN1CCN(Cc2cccc(OC)c2O)CC1CCO (stereo not given)
[26] COCCNC(=O)C(=O)NCCC1=CCCCC1
[27] CCOC(=O)c1cnc2ccc(C)cc2c1N(C)Cc1ccccc1
[28] CCOC(=O)C1CCN(Cc2cc(Cl)c3cccnc3c2O)CC1
[29] O=C(NCCN1CCOCC1)c1nn2c(c1Br)NC(c1ccccc1)CC2C(F)(F)F (stereo not given)
[30] Cc1cccc(-c2nc(NCc3ccco3)c3ccccc3n2)c1
[31] Cc1ccc(N2CC(C(=O)NCc3cccs3)CC2=O)cc1 (stereo not given)
[32] CCCCCOC(=O)C1=C(C)NC(=O)NC1c1ccc(Br)cc1 (stereo not given)

Screen / compound no.,25,26,27,28,29,30,31,32
TEAD-YAP block,-1,-2,-1,72*,0,1,-6,-3
MITF primary,-1,2,2,43,-6,7,-13,-2
FBW7 activator,-0.1,0.0,-0.1,-0.3,0.1,-0.1,0.1,-0.1
GPR151 activ,-1.2,-0.4,-0.9,-0.6,2.4,1.0,-0.4,1.3

[33] CC1CN(CC(=O)NCc2cc(-c3ccccc3)n[nH]2)Cc2ccccc2O1 (stereo not given)
[34] CCN(CC)C(=O)CCCc1c[nH]c2ccccc12
[35] CCC(C)n1c(SCC(C)C)nnc1-c1cccc(S(=O)(=O)N2CCOCC2)c1 (stereo not given)
[36] COCCNC(=O)/C(C#N)=C/c1c(C)[nH]c2ccccc12
[37] Cc1cc(N2CCCC(C(=O)NCc3ccc(F)cc3)C2)n2ncnc2n1 (stereo not given)
[38] CC(=O)Nc1ccc(SCCN2CCCCCC2)nn1
[39] CCOC(=O)c1sc(NC(=O)CSc2nc(C)c(CC)c(=O)[nH]2)nc1C
[40] Cn1c(=O)[nH]c(=O)c2c1nc1n2CC(O)CS1 (stereo not given)

Screen / compound no.,33,34,35,36,37,38,39,40
TEAD-YAP block,3,-6,6,-10,-6,4,5,2
MITF primary,12,-1,14,11,10,0,6,5
FBW7 activator,0.0,-0.2,1.3,-0.1,-0.2,0.1,-0.1,0.0
GPR151 activ,0.3,-0.3,-0.5,-0.2,-0.8,0.6,2.0,2.5

Two of these compounds, reformatted:
#1 O=C1Nc2cc(C(=O)NCCCN3CCCC3=O)ccc2S/C1=C/c1ccccc1F
  TEAD-YAP block = -2
  MITF primary = -15
  FBW7 activator = 0.1
  GPR151 activ = 0.2
#2 CC(=O)c1ccc(-c2cc(F)cc3c2OC(CNC(=O)C2CCCCN2C)C3)s1 (stereo not given)
  TEAD-YAP block = 3
  MITF primary = 10
  FBW7 activator = 0.1
  GPR151 activ = -1.8

Next part:
[41] CCn1c(SCC(=O)n2nc(C)cc2C)nnc1-c1ccc2c(c1)OCO2
[42] CN(C)C(=O)c1ccc(-c2nnc(Nc3ccccc3)c3ccccc23)cc1
[43] NC(=O)NNC(c1ccccc1)c1ccccc1
[44] OCC(CO)(CO)N=Cc1cc(Br)ccc1O
[45] COc1ccccc1NC(=O)c1cc(-c2ccc(C)cc2)nc2ccccc12
[46] COCCCn1c(=N)c(C(N)=S)cc2c(=O)n3cccc(C)c3nc21
[47] CSCCNc1nc2nonc2nc1NCc1cccs1
[48] O=C(/C=C/c1cccc([N+](=O)[O-])c1)NNC(=O)c1cc(-c2ccccc2)n[nH]1

Screen / compound no.,41,42,43,44,45,46,47,48
TEAD-YAP block,5,-10,10,-3,-4,-11,13,6
MITF primary,4,-4,12,4,3,14,18,5
FBW7 activator,0.1,0.1,0.1,-0.2,-0.1,-0.2,-0.1,0.5
GPR151 activ,-0.2,1.0,0.5,1.4,1.9,0.1,-1.0,0.5

[49] CCOc1cccc(C2Nc3ccccc3-c3nnc(SCC)nc3O2)c1OC (stereo not given)
[50] CC(=O)COC(=O)CNC(=O)CN1C(=O)c2cc(Cl)c(Cl)cc2C1=O
[51] Cc1c(S(=O)(=O)N2CCN(Cc3ccccc3)CC2)c(=O)n(C)c(=O)n1C
[52] CC(C)(C)C(=O)[C@H]1[C@H](c2ccsc2)C(C#N)(C#N)[C@@H]2c3ccccc3C=CN21
[53] CC1=C(C(=O)OCc2ccccc2)C(c2cccc([N+](=O)[O-])c2)C2=C(CC(c3ccccc3)CC2=O)N1 (stereo not given)
[54] Oc1oc(-c2ccccc2)nc1/C=N/c1ccccn1
[55] COc1ccc(-c2cccc(C(=O)NC3CC3)n2)cn1
[56] CCOC(=O)c1sc(NC(=O)CSc2nnc(CNC(=O)Cc3ccc(OC)cc3)n2-c2cccc(C)c2)c(C(=O)OCC)c1C

Screen / compound no.,49,50,51,52,53,54,55,56
TEAD-YAP block,-14,-1,2,-9,56*,-42,1,7
MITF primary,2,-16,4,5,-4,5,16,3
FBW7 activator,-0.2,-0.1,-0.1,0.0,-0.4,0.0,0.3,-0.1
GPR151 activ,0.4,1.5,0.2,-1.4,-0.5,-5.6,-1.1,2.7

[57] CCC(C)(C)C(=O)Nc1cccc(C(F)(F)F)c1
[58] N#Cc1ccccc1-c1nnn(CC(=O)N/N=C/c2cc([N+](=O)[O-])ccc2Cl)n1
[59] CC(C)n1cc(CN2CCCC(CO)(Cc3cccc(Cl)c3)C2)cn1 (stereo not given)
[60] O=C(CSc1nnnn1-c1ccccc1)N1CCCC1
[61] CCCS(=O)(=O)N1CCN=C1SCc1cccc(Cl)c1
[62] Cc1ccc(S(=O)(=O)N2CCN(Cc3ccc(Cl)cc3)CC2)cc1
[63] COc1ccc(C(=O)Nc2ccc(NC(=O)c3ccccc3F)cn2)cc1
[64] COc1cc2nc(NC3CCC(O)CC3)nc(Nc3cc(OC)c(OC)c(OC)c3)c2cc1OC (stereo not given)

Screen / compound no.,57,58,59,60,61,62,63,64
TEAD-YAP block,0,14,-2,-8,1,-7,0,-3
MITF primary,4,-6,-2,5,19,-8,12,16
FBW7 activator,0.0,0.6,-0.1,0.0,-0.1,-0.1,0.2,-0.1
GPR151 activ,-1.2,-0.6,2.6,0.7,-1.5,0.6,3.1,-1.1

[65] COc1ccccc1OCC(=O)Nc1ccccc1[N+](=O)[O-]
[66] CSc1cccc(NS(=O)(=O)c2ccc(NC(C)=O)cc2)c1
[67] N#Cc1c(N)nc(SCC(=O)O)c(C#N)c1-c1ccc(O)cc1
[68] CC(=O)NCCOc1cc(C)ccc1C(C)C
[69] CCOC(=O)CCN1C(=O)[C@H]2[C@H]3[C@H](O)[C@H](O)C/C(=N\NC(=O)OCc4ccccc4)[C@H]3CC[C@H]2C1=O
[70] Cc1cnc(-c2c(C)nn(C)c2C)nc1Nc1ccc(Oc2ccccc2)cc1
[71] O=C(CSc1nc(O)cc(=O)[nH]1)N1CCCCC1
[72] COc1ccc(OC)c(NC(=O)CN2C(=O)C(C)Oc3ccccc32)c1 (stereo not given)

Screen / compound no.,65,66,67,68,69,70,71,72
TEAD-YAP block,-29,20,-3,1,x,25,2,-6
MITF primary,20,-6,-9,10,-30,4,3,0
FBW7 activator,0.0,-0.2,0.1,0.1,0.4,-0.1,-0.1,-0.1
GPR151 activ,-1.7,-0.1,4.6,1.0,1.1,2.3,0.7,-1.2

[73] COC(=O)c1ccc(C2CC(=O)Nc3c2ccc2ccccc32)cc1 (stereo not given)
[74] Cc1csc2ncc(C(=O)NC3CCC3)c(=O)n12
[75] Cc1c(C(=O)Nc2ccc(Oc3ccc(Cl)cc3)cc2)sc2ncn(C)c(=O)c12
[76] Cc1ccc(NC(=S)NCc2ccc3c(c2)OCO3)cc1
[77] CN1C(=O)C(c2ccc(O)cc2)(c2ccc(O)cc2)c2ccccc21

Screen / compound no.,73,74,75,76,77
TEAD-YAP block,10,-5,-14,-1,-3
MITF primary,13,11,2,2,7
FBW7 activator,-0.1,-0.2,1.3,-0.1,0.0
GPR151 activ,1.5,0.3,-1.2,1.7,-2.4

Screens as filed in PubChem BioAssay.
